West Nile virus CPE: West Nile virus antiviral activity, cell-based, CPE readout (AID 1621). West Nile virus-infected cells, CPE inhibition; higher % means a stronger effect. CPE inhibition, % at 10 µM; hits with a dose series show IC50 in µM. hit rate 0.02% among 290,000; in the data active means a potency from the dose series; inconclusive means CPE inhibition mostly from about 3.7% at the one dose, without a potency; inactive means the rest, 99 in 100 with CPE inhibition below about 2.2%; further: strong numbers were not always called active
T cell modulator: modulates CD8 T cell binding to vesicles; 2C CD8+ T cell-vesicle binding, flow cytometry; hits give low values; calls only at 7 µM; hit rate 0.068% among 330,000; AID 2052;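 active means response, share of CD8 T cells binding vesicles, and their 90th percentile fluorescence all below set limits, cut at about 80% in these data, passing the limit was not always enough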
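Benchmarks: naked versus QL9-loaded vesicles / Assay system: purified 2C TCR transgenic mouse naive CD8+ T cells / Technique: high-throughput flow cytometry with anti-B7-1 and anti-CD8 staining / Timing: Cell–vesicle co-incubation 1.5 h at 37 °C, staining 20 min on ice / Read-out: percent CD8+ FL2 mean versus row control / Probe or stimulus: QL9-loaded Drosophila micro-vesicles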
Rac1 GTP hydrolysis: MgcRacGAP GTPase-activating activity inhibitors, confirmation, biochemical, ADP Hunter fluorescence; hit rate 0.6% among 340,000; inhibition, % at 30 µM; hits with a dose series show IC50 in µM; MgcRacGAP-stimulated Rac1 GTP hydrolysis, ADP Hunter fluorescence; higher % means a stronger effect; GST-tagged Rac1 F28L mutant substrate; AID 624330;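 active means first-screen hits whose inhibition reached a set limit at any dose in the follow-up dose series; inconclusive means inhibition above the set first-screen limit but never retested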;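 further: fluorescence reports GDP produced by GAP-driven GTP hydrolysis; strong numbers were not always called active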
RSV CPE inhibition: RSV antiviral activity via CPE protection, HEp-2 cells, primary 10 µM value included (AID 2391); hit rate 0.13% among 310,000; CPE inhibition, % at 10 µM, or IC50 in µM where a hit was titrated; HEp-2 cells, RSV-induced CPE inhibition; higher % means a stronger effect; in the data active means a potency from the dose series; inconclusive means CPE inhibition mostly from about 23% at the one dose, without a potency; inactive means the rest, 99 in 100 with CPE inhibition below about 21%; further: strong numbers were not always called active
NTR1 ag: NTR1-driven beta-arrestin-GFP spot formation – imaging, U2OS cells, high content, primary screen (AID 493036); hit rate 0.17% among 330,000; agonist mode; activation, % at 20 µM;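 active means activation at or above 40% of the spot to cytoplasm intensity ratio, with at least 20 cells analyzed; inconclusive means wells under 20 cells, flagged as cytotoxic or low count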;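 further: 0% = DMSO without peptide and 100% = 100 nM NTR1 peptide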
Target sequence (P30989 whole entry, looked up): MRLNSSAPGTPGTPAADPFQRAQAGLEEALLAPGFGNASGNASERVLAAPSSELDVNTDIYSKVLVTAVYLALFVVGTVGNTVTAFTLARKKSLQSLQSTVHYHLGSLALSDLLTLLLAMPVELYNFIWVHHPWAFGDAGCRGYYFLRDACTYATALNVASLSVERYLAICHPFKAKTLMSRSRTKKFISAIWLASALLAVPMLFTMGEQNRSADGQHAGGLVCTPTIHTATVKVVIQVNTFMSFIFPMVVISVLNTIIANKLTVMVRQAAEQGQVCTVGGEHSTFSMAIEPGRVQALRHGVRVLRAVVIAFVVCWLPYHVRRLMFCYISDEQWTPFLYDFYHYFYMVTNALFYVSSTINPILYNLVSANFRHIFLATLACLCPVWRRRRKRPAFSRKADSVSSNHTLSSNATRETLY
Dengue-2 NS5 capping: flavivirus cap methylation enzyme inhibition – biochemical, confirmation dose response, primary screen (AID 588689) | Dengue-2 NS5 methyltransferase capping enzyme assay, biochemical; higher % means a stronger effect | inhibition, % at 25 µM, or IC50 in µM where a hit was titrated | hit rate 0.3% among 340,000; in the data active means a potency from the dose series; inconclusive means inhibition above about 29% without an active follow-up result
Large T inhibition: SV40 large T antigen inhibitors, biochemical (AID 1903); SV40 large T antigen ATPase/helicase inhibition assay; higher % means a stronger effect; inhibition, % at 20 µM, or IC50 in µM where a hit was titrated; hit rate 0.39% among 310,000; in the data active means a potency from the dose series; inconclusive means inhibition mostly from about 32% at the one dose, without a potency; inactive means the rest, 99 in 100 with inhibition below about 32%; further: strong numbers were not always called active
UTI89 phage lysis: protection from phage-mediated lysis, alamar blue read-out – E. coli UTI89, K1F phage, bacterial capsule biogenesis inhibitors (AID 488966); E. coli UTI89 K1F phage lysis, alamar blue, 2 h; higher % means a stronger effect; hit rate 0.02% among 340,000; inhibition, % at 100 µM, or IC50 in µM where a hit was titrated;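 active means phage lysis inhibition, versus mean bacterial control, above a set limit; inconclusive means no clear call, values can overlap the other calls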;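 further: capsule biogenesis inhibitors block K1F phage lysis so surviving cells raise fluorescence; higher fluorescence means more inhibition of phage lysis; actives were called in the ten point dose series up to 300 µM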
Salmonella PhoP GFP: inhibitors of PhoP regulon expression, primary screen, Salmonella Typhimurium, GFP reporter (AID 1863); S. Typhimurium PhoP-regulated promoter GFP reporter, 4 h; higher % means a stronger effect; one-dose inhibition, % at 50 µM; IC50 in µM for titrated hits; hit rate 0.16% among 300,000;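 active means inhibition over 29.93%, a cutoff 3 SD above the screen mean, later confirmed by dose response; inconclusive means inhibition over 29.93% but no dose response follow-up; inactive means inhibition at most 29.93% or unconfirmed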;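 further: 0% = low Mg2+ inducing control and 100% = high Mg2+ repressing control; strong numbers were not always called active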
T cell modulator vesicle-bound %: also measured in T cell modulator; calls as there; double positive events, %; measured here: CD8+ vesicle-bound cell fraction;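 binding gate set so that unloaded-vesicle control wells show 10% double positive cells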
NTR1 ag cell count 20 µM: second read-out of NTR1 ag, no call of its own (marks repeat the call); cell count; measured here: cell count, cytotoxicity flag
Dengue-2 NS5 capping pilot replicate: recorded beside Dengue-2 NS5 capping, whose call it bears; inhibition, %; measured here: pilot screen replicate inhibition
* = called active by the depositor; i = inactive; ? = inconclusive; . = no result given; [ ] = dose if it differs, or a comment.

SMILES	West Nile virus CPE	T cell modulator	T cell modulator vesicle-bound %	Rac1 GTP hydrolysis	RSV CPE inhibition	NTR1 ag	NTR1 ag cell count 20 µM	Dengue-2 NS5 capping	Large T inhibition	UTI89 phage lysis	Salmonella PhoP GFP	others
O=S1(=O)CCC(NC(=S)Nc2ccc(Cl)cc2)C1 (centres undefined)	-0.1%	i	43	1%	0.4%	-1.5	40	-2%	2%	1.3%	4%
CCCCN(C(=O)c1ccc2ccccc2c1)c1c(N)n(CCCC)c(=O)[nH]c1=O	.	i	39	4%	1.7%	0.9	74	-8%	.	0.5%[50 µM]	.
CCC(=O)N1CCc2cc(Br)cc(S(=O)(=O)N3CCC(C(=O)NC(C)C)CC3)c21	0.6%	i	23	6%	2.4%	1.3	60	-7%	9%	0.1%	4%
CCCN1CCc2nc(SCC(=O)Nc3ccc(C)c(Cl)c3)[nH]c(=O)c2C1	-0.7%	i	25	11%	1.2%	-1.3	58	1%	5%	0.5%	.
CC(=O)c1ccc(NC(=O)CSc2nc(=O)n3cccc(C)c3n2)cc1	.	i	38	5%	0.9%	0.9	65	4%	17%	2.5%[50 µM]	-3%
CC(NC(=O)CSc1nc2sc3c(c2c(=O)n1-c1ccccc1)CCCC3)c1ccccc1 (centres undefined)	-0.3%	i	14	2%	0.7%	7.1	72	4%	5%	4.1%	1%
N#CCC(=O)N/N=C/c1c2ccccc2cc2ccccc12	0.9%	i	50	6%	2.8%	1.3	51	2%	29%	-0.1%	3%
COc1ccc(N2CCN(c3ccc(Cl)nn3)CC2)cc1	-0.1%	i	53	8%	0.7%	3.0	60	-3%	19%	-0.5%[50 µM]	2%
Cc1cccc(N2CCN(S(=O)(=O)c3ccc(-c4ccc(=O)[nH]n4)o3)CC2)c1C	0.5%	i	36	1%	3.5%	0.5	52	6%	3%	-2.1%	8%
COc1ccccc1-c1ccc(Nc2ccc(C(=O)N3CCOCC3)cc2)nn1	-0.1%	i	46	3%	3.3%	0.9	44	8%	20%	-0.2%	-2%
CC(C)c1ccc2c(c1)C(N1CCN(C)CC1)Cc1cccnc1S2 (centres undefined)	.	i	24	3%	.	-1.1	40	3%	10%	0.8%	.
C=CCNC(=O)/C(C#N)=C/c1c(N2CC(C)OC(C)C2)nc2ccccn2c1=O (centres undefined)	-0.5%	i	42	2%	1.6%	-1.0	54	-2%	12%	i	-7%
O=C1C2C3C=CC(C3)C2C(=O)N1c1cccc2ccccc12 (centres undefined)	-0.3%	i	24	6%	1.6%	-1.1	64	-5%	4%	0.1%	0%
O=C(NC1CC1)C1CCN(C2CCN(C(=O)CSc3ccccc3)CC2)CC1	-0.1%	i	53	11%	-1.3%	0.3	44	-2%	10%	-0.4%[50 µM]	-1%
Cc1cc(C(=O)Cn2cncn2)c(C)n1CCc1ccc(F)cc1	-0.9%	i	18	7%	8.2%	0.7	65	-2%	17%	?	3%
COc1ccc(CCNC(=O)CN2CCC(C(N)=O)CC2)cc1	0.1%	i	38	2%	1.6%	4.5	85	-10%	9%	0.9%	2%
Cc1ccc(NC(=O)CSc2nnc3ccc(-c4cccnc4)nn23)cc1	.	i	20	5%	1.3%	0.5	60	1%	7%	1.5%[50 µM]	-9%
O=C(N/N=C/c1ccc([N+](=O)[O-])o1)c1ccc(NS(=O)(=O)c2cccs2)cc1	-1.1%	i	16	3%	-3.9%	-0.8	82	-1%	13%	0.3%	-3%
ONC(=Nc1ccc(Cl)cc1)c1ccccc1Cl	-0.6%	i	27	6%	2.2%	0.4	88	4%	3%	0.1%	0%
COC(=O)c1c(-c2ccc(OC)cc2)oc2ccccc12	-0.1%	i	20	6%	6.1%	-3.5	86	-9%	12%	0.0%	-4%
CC(OC(=O)c1ccc(NC(=O)CC#N)cc1)C(=O)NC(=O)NC1CCCCC1 (centres undefined)	-0.8%	i	31	5%	2.3%	-0.3	62	-2%	5%	0.2%[50 µM]	5%
CSCCC(NC(=O)c1ccco1)C(=O)N1CC(C)OC(C)C1 (centres undefined)	.	i	45	-1%	0.3%	-1.7	49	7%	.	0.4%[50 µM]	.
CCSc1nc2sc3c(c2c(=O)n1-c1ccc(C)cc1)CCN(C)C3	-0.4%	.	.	10%	.	4.4	87	-10%	.	0.0%	.
Cc1c(F)cccc1NS(=O)(=O)c1ccc2c(c1)c(=O)n(C)c(=O)n2C	0.1%	i	42	-5%	4.0%	0.7	59	.	1%	0.3%	12%
CCC(C(=O)NC1CC(C)(C)NC(C)(C)C1)c1ccccc1 (centres undefined)	0.1%	i	24	4%	0.3%	0.5	66	4%	3%	-0.1%	3%
Following part:
SMILES	West Nile virus CPE	T cell modulator	T cell modulator vesicle-bound %	Rac1 GTP hydrolysis	RSV CPE inhibition	NTR1 ag	NTR1 ag cell count 20 µM	Dengue-2 NS5 capping	Large T inhibition	UTI89 phage lysis	Salmonella PhoP GFP	others
CCc1cc2c(NCc3ccccc3)nc(C)nc2s1	-1.7%	i	60	15%	3.5%	1.1	70	.	18%	-0.5%	-4%
CCOC(=O)C1CCN(C(=O)c2cccc(S(=O)(=O)NCc3ccccc3)c2)CC1	.	i	38	1%	-0.1%	-1.2	54	-3%	.	0.1%[50 µM]	.
CCCCOc1ccc(N(CC(=O)NC(C)(C)CC)C(=O)CCC(=O)Nc2ccccn2)cc1	-1.6%	i	20	5%	0.0%	0.8	47	-5%	.	-0.3%	.
C=CCn1c(SCC(=O)NCC2CCCO2)nc2scc(-c3ccc(OC)cc3)c2c1=O (centres undefined)	0.2%	i	8	5%	3.4%	1.7	67	-2%	25%	-0.3%	4%
O=C1/C(=C/c2ccco2)SC(=S)N1CC1CCCO1 (centres undefined)	0.0%	i	43	.	.	1.0	52	.	31%	.	-6%
Cc1c(C(=O)NCCn2ccc3ccccc32)cccc1[N+](=O)[O-]	-0.4%	i	33	-4%	0.9%	-1.2	88	-1%	-4%	-0.5%	-9%
O=C(CC(C(=O)O)P(=O)(c1ccccc1)c1ccccc1)c1ccccc1 (centres undefined)	0.0%	i	44	6%	0.7%	0.2	26	0%	0%	-3.2%	-1%
COc1ccc(COCC(O)CN2CCCC(C(F)(F)F)C2)cc1 (centres undefined)	-0.3%	i	31	20%	5.2%	0.0	55	-7%	6%	-1.6%	-10%
C/C(=N/Oc1nc(C)cc(C)n1)c1ccc(Br)cc1	-0.2%	i	58	-6%	2.4%	0.7	41	-10%	-1%	0.0%	7%
COc1ccccc1OCC(=O)NC1CCSc2ccccc21 (centres undefined)	.	i	41	6%	0.8%	1.7	70	-6%	.	0.1%[50 µM]	.
CC(=O)c1ccc(NC(=O)N2CCCC(C(=O)c3ccc4c(c3)OCO4)C2)cc1 (centres undefined)	-0.6%	i	50	1%	5.2%	1.3	93	-1%	26%	-0.3%	-9%
COCCCN(CC(=O)Nc1ccc(N2CCOCC2)cc1)S(=O)(=O)c1ccccc1	-0.2%	i	44	6%	-1.9%	1.7	58	-3%	8%	0.0%	1%
CCCC(=O)Nc1nc(C)c(-c2csc(Nc3ccc(Cl)cc3)n2)s1	-0.3%	.	.	10%	26%	1.8	94	-11%	10%	-0.2%	-4%
COc1ccccc1N1CCN(C(=O)Cc2cccs2)CC1	1.4%	i	40	8%	1.1%	0.7	82	-1%	3%	0.2%	-8%	Dengue-2 NS5 capping pilot replicate=-1.4
COc1ccc(CC(=O)NC(C)c2nnc(SCCOc3ccc(OC)cc3)n2C)cc1 (centres undefined)	-0.7%	i	17	3%	11%	-0.1	60	-8%	18%	0.8%	-4%
Cc1c2cnn(CC(=O)NCCCN3CC(C)CC(C)C3)c(=O)c2c(C)n1Cc1ccccc1Cl (centres undefined)	-0.3%	i	4	14%	1.4%	1.3	62	-6%	-5%	0.0%	-4%
CCC(C)N1CNc2c(c(=O)[nH]c(=S)n2-c2cccc(C)c2)C1 (centres undefined)	0.4%	i	20	-3%	3.3%	1.4	56	-5%	4%	2.1%	-7%
CCN(CC)S(=O)(=O)c1cc(NS(=O)(=O)c2c(Cl)cccc2Cl)ccc1C	-0.6%	i	5	4%	0.9%	2.6	48	-2%	-5%	2.1%[50 µM]	15%
Cn1c(N)c(C(=O)c2ccc(Cl)c(S(=O)(=O)N3CCCCCC3)c2)c(=O)n(C)c1=O	.	i	52	6%	.	3.0	63	4%	.	0.4%[50 µM]	.
Cc1cccc(C)c1NC(=O)CSc1nnc(Cn2nnc(-c3ccccc3)n2)n1-c1ccccc1	-0.5%	i	35	2%	3.7%	3.8	92	-13%	8%	0.9%	-5%
CNC(=S)N/N=C(\C)c1cccc([N+](=O)[O-])c1	0.2%	i	29	0%	3.0%	-0.3	61	-3%	7%	1.2%[50 µM]	16%
CCC(=O)Nc1ccc2c(c1)C(=O)N(C1CCCCC1)C2=O	?	i	25	11%	2.7%	5.8	44	1%	0%	0.4%	13%
CCCCC(=O)NS(=O)(=O)c1ccc(N=NN(CC)CC)cc1	-0.1%	i	67	3%	0.9%	0.4	93	-5%	.	-0.1%	.
CC1=NN(C(=O)Cc2ccc(C)cc2)C(O)(c2cccnc2)C1 (centres undefined)	0.1%	i	22	5%	2.9%	-0.6	98	-5%	?	1.9%	4%
CCc1cc(=O)oc2cc(C)c(CN3CCCCC3)c(O)c12	0.0%	i	39	12%	-0.4%	.	.	13%	36%	0.0%	-13%
COc1ccc(OCCOC(=O)c2cc(S(=O)(=O)N3CCOCC3)c(Cl)cc2Cl)cc1	.	i	49	1%	1.5%	9.8	57	-4%	16%	1.7%[50 µM]	-3%
CCOc1ccc2nc(SCC(=O)NC3CCS(=O)(=O)C3)[nH]c2c1 (centres undefined)	0.5%	i	52	12%	2.2%	-0.6	38	-7%	10%	0.0%	3%
COc1ccc(-c2ccc([C@H]3[C@H]4C=CC[C@@H](C)[C@@H]4C(=O)N3Cc3ccccc3)c(F)c2)cc1C	0.0%	i	40	11%	1.4%	-7.4	52	-1%	1%	2.1%	-3%
COc1ccc(C(=O)c2ccc(OC)cc2O)c(O)c1	-0.8%	i	29	12%	6.0%	-0.3	56	-4%	2%	2.6%	-1%

Rows were taken by chance. About 1.5% of those tested had a hit in this group.
